# Source: PubChem BioAssay
# ANO1 block: inhibitors of mouse TMEM16A calcium-activated chloride channel; Q8BHY3; HEK293 TMEM16A/YFP iodide influx fluorescence, ionomycin; normalized B-score (activity score, 25-100; higher = stronger inhibition) at 10 µM; 310,000 tested, 1.2% active; AID 588511;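 active = ratio plate-corrected score three or more library SD toward inhibition, starting fluorescence score within five deviations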;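 note: score derived from kinetic fluorescence span divided by baseline fluorescence per well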
# HDAC3 inh: blocks human histone deacetylase 3; O15379; AID 2718; recombinant HDAC3, fluorogenic peptide/trypsin coupled, fluorescence; 320,000 tested, 0.15% active; inhibition, % at 8.3 µM; in the data active = inhibition above about 26%, passing the limit was not always enough; inconclusive = no clear call, values can overlap the other calls
# Target sequence (O15379 whole entry, looked up): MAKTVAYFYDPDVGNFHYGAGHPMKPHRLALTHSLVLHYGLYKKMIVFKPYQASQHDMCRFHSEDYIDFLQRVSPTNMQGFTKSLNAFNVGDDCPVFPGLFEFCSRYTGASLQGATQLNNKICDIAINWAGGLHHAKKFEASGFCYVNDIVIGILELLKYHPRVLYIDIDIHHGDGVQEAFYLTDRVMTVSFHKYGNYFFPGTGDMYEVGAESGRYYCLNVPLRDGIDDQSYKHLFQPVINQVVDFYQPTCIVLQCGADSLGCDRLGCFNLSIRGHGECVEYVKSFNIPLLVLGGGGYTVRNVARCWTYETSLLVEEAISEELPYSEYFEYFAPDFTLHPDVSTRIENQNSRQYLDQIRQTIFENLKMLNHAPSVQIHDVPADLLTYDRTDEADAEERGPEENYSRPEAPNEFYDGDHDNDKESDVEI
# KCNQ1 pot: human KCNQ1 channel potentiation or activation; AID 2648; CHO-K1 KCNQ1, thallium flux FluxOR fluorescence; hits give high values; 310,000 tested, 0.35% active; B-score at 10 µM;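 active = fluorescence ratio B-score, a plate-corrected score, at least three library SD, with initial intensity B-score within 5 SD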
# Target sequence (P51787 whole entry, looked up): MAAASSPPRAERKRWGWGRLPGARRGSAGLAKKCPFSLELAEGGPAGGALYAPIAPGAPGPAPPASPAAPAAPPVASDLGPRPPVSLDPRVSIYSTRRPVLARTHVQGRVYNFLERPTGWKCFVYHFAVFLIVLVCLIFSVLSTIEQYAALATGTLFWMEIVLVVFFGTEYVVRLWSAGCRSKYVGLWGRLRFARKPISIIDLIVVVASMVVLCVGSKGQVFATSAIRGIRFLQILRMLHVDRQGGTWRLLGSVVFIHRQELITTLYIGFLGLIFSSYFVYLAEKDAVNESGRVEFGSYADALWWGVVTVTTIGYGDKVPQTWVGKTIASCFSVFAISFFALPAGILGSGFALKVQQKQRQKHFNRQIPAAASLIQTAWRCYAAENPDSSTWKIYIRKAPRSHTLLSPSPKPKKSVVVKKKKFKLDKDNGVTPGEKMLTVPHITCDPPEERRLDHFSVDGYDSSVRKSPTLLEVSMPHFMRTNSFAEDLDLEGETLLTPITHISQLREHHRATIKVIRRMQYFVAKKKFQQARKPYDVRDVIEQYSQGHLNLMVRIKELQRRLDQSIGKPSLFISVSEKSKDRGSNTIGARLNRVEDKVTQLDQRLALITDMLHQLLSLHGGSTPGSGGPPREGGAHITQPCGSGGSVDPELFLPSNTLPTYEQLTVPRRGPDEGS
#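 Assay system: CHO-K1 cells stably expressing KCNQ1; Medium: assay buffer with matched DMSO; Also added: K+/Tl+ depolarizing stimulus; Dosing: single dose; Timing: dye 90 min, compound 20 min, room temperature; Measured by: kinetic FluxOR thallium fluorescence, 10-s 1-Hz baseline, 110-s post-stimulus read; Read-out: peak-minus-minimum fluorescence over initial fluorescence, negative-control normalized, B-scored.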
# KCNK9 inh: human KCNK9 channel inhibition; Q9NPC2; HEK293 KCNK9, FluxOR thallium flux fluorescence; hits give low values; B-score at 10 µM; 310,000 tested, 1.2% active; AID 488922;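 active = ratio B-score over 3 SD below the library mean, with starting fluorescence within 5 SD of its mean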;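 note: negative B-score means less thallium flux so channel inhibition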
# KCNK3 block: human KCNK3 channel inhibition, primary screen | O14649 | CHO-KCNK3 thallium flux, FluxOR fluorescence; hits give low values | B-score at 10 µM | 340,000 tested, 0.84% active;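 active = B-score under library mean minus 4 SD, starting fluorescence ratio at most library mean plus 5 SD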;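 note: more negative B-score means stronger inhibition of thallium flux through KCNK3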
# ANO1 activ: mouse TMEM16A channel activation, primary screen; AID 623877; B-score at 10 µM; 340,000 tested, 0.3% active; Q8BHY3; HEK293 TMEM16A/YFP-H148Q/I152L, iodide quench fluorescence; hits give low values;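 active = fluorescence-ratio B-score plate-corrected deviation score at least 3 library SD below zero, with starting fluorescence score within 5 deviations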;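 note: channel opened by trigger with iodide after compound preincubation; score built on the fluorescence ratio of max minus min over baseline; more negative score means more quench and so TMEM16A activation or potentiation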
# SKKanGAS inh: SKKanGAS growth inhibition. inhibition, % at 7.5 µM. 300,000 tested, 1.3% active. AID 1662. S. pyogenes SKKanGAS, kanamycin growth, BacTiter-Glo, 6 h;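 active = mean replicate score, as percent of positive control median, at least 50; inconclusive = mean below 50 but one replicate at or above 50; inactive = mean and every replicate below 50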;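 note: strain carries kanamycin resistance gene driven by streptokinase promoter and grows in 40 µg/ml kanamycin; loss of luminescence reflects streptokinase promoter inhibition or plain growth inhibition; 0% = median of DMSO wells and 100% = positive control at its reference dose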
# KCNQ1 block: human KCNQ1 channel inhibition | AID 2642 | P51787 | B-score at 10 µM | CHO-K1 KCNQ1, FluxOR thallium flux fluorescence; hits give high values | 310,000 tested, 1.3% active;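 active = compounds whose thallium flux B-score, printed positive for inhibition, exceeds three library SD while starting fluorescence stays within three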;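 note: channel opened by potassium depolarization with thallium stimulus after 20 min compound exposure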
# RGS4 pot: potentiators or activators of RGS4. 310,000 tested, 0.92% active. B-score at 10 µM. HEK293 M3R/inducible RGS4, carbachol calcium flux Fluo4; hits give low values. AID 463111;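 active = B-score of the integrated calcium signal more than 4 SD below the library mean, with starting fluorescence not abnormally high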;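 note: negative B-score means reduced calcium response which marks RGS4 activation or potentiation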
#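 test system = HEK293 cells with stable M3R and inducible RGS4 | schedule = recording 10 s baseline at 1 Hz, 100 s post-agonist | technique = Fluo4-AM (2 µM) calcium-flux fluorescence, kinetic read | measure = Agonist-evoked peak-minus-minimum fluorescence over baseline, integrated ratio, B score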
# hERG rescue: hERG (human) protection from proarrhythmic block; Q12809; CHO-hERG, FluxOR thallium flux, dofetilide IC70 present; activation (rescue from dofetilide block), less the hit threshold, % at 10 µM; 310,000 tested, 0.51% active; AID 1511;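 active = activation above the mean of controls blocked by dofetilide plus 5 SD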;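 note: thallium influx through hERG after potassium depolarization seen as dye fluorescence rise; in these data hits start at about 4.7%; inactives centre near -7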
# RGS4 block: human RGS4 inhibition; P49798; B-score at 10 µM; 310,000 tested, 0.45% active; HEK293 M3R/RGS4 inducible, Fluo-4 calcium flux; hits give high values; triggered by carbachol at its EC20; AID 463165;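 active = B-score, a plate-corrected calcium signal, over three deviations above library mean, with baseline fluorescence within five deviations of library mean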;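 note: RGS4 expression induced by doxycycline in cells with stable M3 receptor; B-score is computed from the integrated fluorescence ratio over baseline after carbachol; higher B-score means a larger calcium signal and so more RGS4 inhibition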
# Active calls of the source: *; i = inactive; ? = inconclusive; · = no result given.
# Below each compound – ANO1 block, HDAC3 inh, KCNQ1 pot, KCNK9 inh, KCNK3 block, ANO1 activ, SKKanGAS inh, KCNQ1 block, RGS4 pot, hERG rescue, RGS4 block
CCOc1ccc(OCC(=O)OCC(=O)NNC(=O)c2ccc([N+](=O)[O-])cc2)cc1
  i, 4, i, i, i, i, -3, i, i, -10, i
CCOc1ccc(OCC)c(NC(=O)CCS(=O)(=O)c2ccc(Br)s2)c1
  i, 4, i, i, i, i, -10, i, i, -7, i
COc1ccc(-n2nccc2-c2nn(-c3cccc(OC)c3)c(=O)n(C)c2=O)cc1
  i, 6, i, i, i, i, -1, i, i, -4, i
O=[N+]([O-])c1cccc(P(=O)(O)c2cccc([N+](=O)[O-])c2)c1
  i, 0, i, i, i, i, 1, i, i, -2, i
CCN(CCCNC(=O)c1nn(C)c2c1CS(=O)(=O)c1ccccc1-2)Cc1ccccc1
  i, -4, i, i, i, i, -1, i, i, -9, i
Cc1ccc(S(=O)(=O)N(C)C)cc1NC(=S)NC(C)CCC(C)C (stereo not given)
  i, ·, i, i, i, i, 6, i, i, -4, i
CCN1C(=O)/C(=C2\Sc3ccccc3N2CC)OC1=S
  i, -7, i, i, i, i, -3, i, i, -6, i
O=C(Nc1ccccc1-c1ccccc1)c1ccccc1Br
  i, -4, i, i, i, i, -7, i, i, -7, i
NC(=O)[C@@H]1CC2(CC(c3cccc(NC(=O)[C@H]4CCC(=O)N4)c3)=NO2)CN1C(=O)COc1ccc(Cl)cc1 (stereo not given in full)
  i, -6, i, i, i, i, 3, i, i, -3, i
c1ccc(-c2nnc(CN3CCCCC3)o2)cc1
  i, -6, i, i, i, i, 4, i, i, -4, i
CCc1cccc(CC)c1NC(=S)/C(=C(\[O-])c1ccc(Cl)s1)[n+]1ccccc1
  i, 0, i, i, i, i, 12, i, i, -6, i
CCN(CC)CCNC(=O)c1ccc(N2CCCCC2)c(NS(=O)(=O)c2ccc(C)cc2)c1
  i, 3, i, i, i, i, -2, i, i, -7, i
CC1CCCCN1C(=O)Cn1cnc2cc([N+](=O)[O-])ccc2c1=O (stereo not given)
  i, -1, i, i, i, i, 5, i, i, -1, i
CC1Cc2ccccc2N1C(=O)CO/N=C/c1ccc(OC(F)F)cc1 (stereo not given)
  i, 6, i, i, i, i, 2, i, i, -7, i
COc1ccc(CCNCc2cc3ccc(C)cc3[nH]c2=O)cc1OC
  i, -4, i, i, i, i, -1, i, i, -1, i
COC(=O)c1cccc(/C=N/NC(N)=S)c1O
  i, 0, i, i, i, i, -12, i, i, -3, i
O=C(NCCCN1CCN(c2cccc(Cl)c2)CC1)C1(S(=O)(=O)c2ccc(Cl)cc2)CC1
  i, 5, i, i, i, i, -8, i, i, -21, i
Cc1oc2ccc(O)cc2c1C(=O)c1ccc(Cl)cc1
  i, -3, i, i, i, i, -1, i, i, -14, i
Cc1ccc(C(=O)C(C)OC(=O)CCN=C2NS(=O)(=O)c3ccccc32)cc1 (stereo not given)
  i, -6, i, i, i, i, -20, i, i, -11, i
CC1(C)CC(NC(=O)C23CCC(C)(C(=O)C2)C3(C)C)CC(C)(C)N1 (stereo not given)
  i, 0, i, i, i, i, 0, i, i, -18, i
CCC(C)C1Nc2ccc(C(=O)NCc3ccc4c(c3)OCO4)cc2NC1=O (stereo not given)
  i, 0, i, i, i, i, 12, i, i, -11, i
COc1ccc(Cl)cc1NC(=S)NCCN1CCOCC1
  i, -7, i, i, i, i, 0, i, i, -1, i
COc1ccc(NC(=O)c2ccc3c(=O)n4c(nc3c2)CCCCC4)cc1
  i, -3, i, i, i, i, 3, i, i, -8, i
O=C(CCc1ccccn1)N1CCCC(Nc2cccc(F)c2)C1 (stereo not given)
  i, -4, i, i, i, i, -10, i, i, -3, i
O=C(O/N=C1\CCCc2ccccc21)c1cccc(Cl)c1
  i, 3, i, i, i, i, 8, i, i, -8, i
COc1ccc(C(=O)NC(=S)NNC(=O)c2c(-c3ccccc3)noc2C)cc1
  100*, 4, i, i, i, i, 42, i, i, -8, i
CCc1ccc(Nc2ccc(S(=O)(=O)N3CCOCC3)cc2[N+](=O)[O-])cc1
  i, 2, i, i, i, i, -6, i, i, -8, i
Cc1cccc(NC(=O)C2CCCN2S(=O)(=O)c2ccc(F)cc2)c1C (stereo not given)
  i, 2, i, i, i, i, -10, i, i, -13, i
O=C(Nc1ccc(N2CCN(C(=O)c3ccco3)CC2)cc1)c1ccc2c(c1)OCO2
  i, 7, i, i, i, i, -9, i, i, -19, i
CC(C)[C@H](NC(=O)OCc1ccccc1)C(=O)OCc1cc(=O)oc2cc(O)ccc12
  i, -2, i, i, i, i, 35, i, i, -28, i
CCN(CCCNC(=O)c1cn(CC)c2ccc(S(=O)(=O)N(C)C)cc2c1=O)c1cccc(C)c1
  i, -4, i, i, i, i, 5, i, i, -12, i
NS(=O)(=O)c1ccc(NC(=O)CCC(=O)c2ccc(Cl)s2)cc1
  i, 1, i, i, i, i, -1, i, i, -9, i
Clc1ccc2[nH]c3c(c2c1)CNCC3
  i, -8, i, i, i, i, 5, i, i, -8, i
CC(Sc1nnc(Nc2ccccc2)s1)C(=O)Nc1nc(-c2ccccc2)cs1 (stereo not given)
  i, 7, i, i, i, i, 24, i, i, -25, i
Cc1cccc(CN2CCN(C(=O)c3cccc4ccccc34)CC2)c1
  i, -3, i, i, i, i, -6, i, i, -9, i
O=c1[nH]c(O)c(C=Nc2ccc(Cl)cc2Cl)c(=O)[nH]1
  ·, ·, i, i, i, i, -3, i, i, -10, i
O=S(=O)(Nn1cnnc1)c1ccccc1Cl
  i, -3, i, i, i, i, -11, i, i, -4, i
COc1ccc(S(=O)(=O)N2CCC(C(=O)NCc3ccccn3)CC2)cc1C
  i, 1, i, i, i, i, -4, i, i, -4, i
CCC(C(=O)NC1CCCC1)N(C(=O)Cn1nnc(-c2ccc(OC)c(OC)c2)n1)c1cccc(O)c1 (stereo not given)
  i, -1, i, i, i, i, 7, i, i, -10, i
COc1ccc(CN(C(=O)c2snc(C(N)=O)c2N)C(CC(C)C)C(=O)NC2CCCCC2)cc1 (stereo not given)
  i, 14, i, i, i, i, 2, i, i, -12, i
Cc1cc(Cl)ccc1OCC(=O)NNC(=O)c1ccco1
  i, -4, i, i, i, i, -2, i, i, -7, i
COCCn1nnnc1C(c1ccccc1)N1CCN(c2ccccc2)CC1 (stereo not given)
  i, 1, i, i, i, i, 3, i, i, -17, i
CCCN(C(=O)c1cccc(-n2cccc2)c1)c1c(N)n(Cc2ccccc2)c(=O)[nH]c1=O
  i, 1, i, i, i, i, 0, i, i, -10, i
Cc1nn(CC(=O)NCCCN2CCCC2)c(=O)c2nn(-c3ccccc3)c(C)c12
  i, 2, i, i, i, i, 1, i, i, -2, i
Cc1ccc(N=Cc2cc(Cl)cc(Cl)c2O)nc1
  i, -14, 17*, i, i, i, -1, i, i, 5.3*, i
CC(C)(/C=N/NC(=O)CSCc1ccc(Cl)cc1)CCC#N
  i, 4, i, i, i, i, 17, i, i, 5.1*, i
CC(C)(C)c1nn2cnnc2n(/N=C/c2cccc3ccccc23)c1=O
  i, 13, i, i, i, i, -4, i, i, -8, i
COc1ccc(C(=O)Nc2ccc3oc(-c4cccc(Cl)c4)cc(=O)c3c2O)cc1
  i, 3, i, i, i, i, 1, i, i, -8, i
Cc1c(CCOC(=O)CC23CC4CC(CC(C4)C2)C3)sc[n+]1CC(=O)c1ccc(Br)cc1
  i, 3, i, i, -10*, i, 35, 6*, -7.5*, -33, i
CCNC(=S)N1CCN(CC)CC1
  i, -2, i, i, i, i, -6, i, i, -6, i

# The list goes on:
# Below each compound – ANO1 block, HDAC3 inh, KCNQ1 pot, KCNK9 inh, KCNK3 block, ANO1 activ, SKKanGAS inh, KCNQ1 block, RGS4 pot, hERG rescue, RGS4 block
Cn1c(=O)n(C)c2cc(C(=O)Nc3ccc4c(c3)OCO4)ccc21
  i, -15, i, i, i, i, 0, i, i, -8, i
COc1ccccc1C(CNC(=O)c1cccc(S(=O)(=O)Nc2ccc(C)cc2)c1)N1CCCC1 (stereo not given)
  i, 5, i, i, i, i, -2, i, i, -21, i
N=c1sccn1CC(=O)N1CCc2ccccc21
  i, -2, i, i, i, i, 7, i, i, -6, i
Nc1ccc(C#Cc2ccccc2)cc1
  i, 3, i, i, i, i, 3, i, i, -7, i
Cc1ccc(C(=O)N/N=C/c2cn(Cc3ccccc3)c3ccccc23)cn1
  25*, 8, i, i, i, i, 7, i, i, -11, i
CC(=O)Nc1nc(N(C)C)nc(N(C)C)n1
  i, -5, i, i, i, i, 3, i, i, -10, i
COc1cc(C(=S)N2CCOCC2)cc(Br)c1OS(=O)(=O)c1ccccc1
  i, -2, i, i, i, i, 4, i, i, -5, i
Fc1ccc(C2CC(c3cccs3)=NN2C(=S)Nc2ccccc2)cc1 (stereo not given)
  i, 10, i, i, i, i, 7, i, i, -2, i
Clc1ccc(OCc2nn3c(C4CCCCC4)nnc3s2)c(Cl)c1
  i, 3, i, i, i, i, ·, i, i, -5, i
Fc1ccc(N2CCN(C(c3cccs3)c3nnnn3CCc3ccccc3)CC2)cc1 (stereo not given)
  i, 3, i, -13*, -12*, i, 3, i, i, -5, i
O=C(c1ccccn1)c1ncc(C(F)(F)F)cc1Cl
  i, -5, i, i, i, i, -3, i, i, -10, i
CCOC(=O)CSCC(=O)N1N=C(c2cccs2)CC1c1ccc(F)cc1 (stereo not given)
  i, -14, i, i, i, i, 2, i, i, -9, i
COc1cc(CC(=O)Nc2ncc(C)s2)cc(OC)c1OC
  i, 2, i, i, i, i, 0, i, i, -5, i
O=C1CSC2=NCN(c3ccccc3)CN12
  i, 0, i, i, i, i, 2, i, i, -7, i
Cc1occc1C(=O)N/N=C/c1ccc(-c2ccccc2)cc1
  i, 4, i, i, i, i, 55*, i, i, -8, i
Cc1ccc(S(=O)(=O)N2CCC(C(=O)NC3CCCCC3C)CC2)cc1 (stereo not given)
  i, -11, i, i, i, i, 2, i, i, -7, i
CCn1c(CSc2ncccn2)nnc1SCC(=O)N1CCc2ccccc21
  i, ?, i, i, i, i, 3, i, i, -4, i
Clc1nnc(N/N=C/c2ccccc2)c2ccccc12
  i, 2, i, i, i, i, -4, i, i, -18, i

# Rows are unselected. About 6.3% of those tested had a hit in this group.
